Screens deposited in PubChem BioAssay by several laboratories.
NR2E3 ag-1: agonists of human nuclear receptor NR2E3; Q9Y5X4; GST-NR2E3/biotin-RetCOR TR-FRET, 1536-well; inhibition of corepressor binding, % at 4.78 µM; 320,000 compounds, 0.12% hits; AID 2300;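 active means percent inhibition above the cutoff of mean plus 3 SD of all tested compounds, set per screening campaign, cut at about 20% in these data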;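 further: 0% = DMSO wells and 100% = biotin wells as full block of FRET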
Target sequence (Q9Y5X4 whole entry, looked up): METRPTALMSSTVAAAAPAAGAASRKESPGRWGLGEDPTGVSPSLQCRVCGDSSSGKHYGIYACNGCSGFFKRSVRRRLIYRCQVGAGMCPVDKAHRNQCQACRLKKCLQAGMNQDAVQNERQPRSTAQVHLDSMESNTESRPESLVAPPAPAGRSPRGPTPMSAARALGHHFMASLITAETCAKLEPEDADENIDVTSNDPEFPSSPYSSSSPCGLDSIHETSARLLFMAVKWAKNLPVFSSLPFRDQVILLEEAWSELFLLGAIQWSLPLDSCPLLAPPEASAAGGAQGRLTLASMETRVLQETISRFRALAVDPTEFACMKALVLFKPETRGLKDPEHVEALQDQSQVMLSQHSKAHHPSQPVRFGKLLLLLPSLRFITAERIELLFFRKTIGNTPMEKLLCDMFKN
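System: GST-tagged NR2E3 plus biotinylated RetCOR corepressor; Buffer or medium: pH 7.5 Tris-based buffer; Probe or stimulus: RetCOR corepressor, biotinylated, 7 nM; Doses: compound at 4.8 µM, single dose; Schedule: 5 h incubation at 4 °C; Technique: time-resolved FRET; Evaluation: percent inhibition of TR-FRET ratio; Replication: one well per compound, singlicate testing.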
NR2E3 ag-2: agonists of human NR2E3 nuclear receptor; Q9Y5X4; CHO-S Gal4-NCOR/VP16-NR2E3 two-hybrid, luciferase; inhibition of corepressor binding, % at 3.98 µM; 360,000 compounds, 0.35% hits; AID 602229;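 active means inhibition above the mean of all tested compounds plus 3 SD, cut at about 70% in these data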;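 further: 0% = DMSO with NR2E3 transfected cells and 100% = cells lacking NR2E3 construct; higher means lower luciferase signal from less NR2E3 corepressor binding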
Peg3 promoter: inhibitors of Peg3 promoter; HeLa PEG-Prom luciferase reporter, luminescence, overnight; inhibition, % at 20 µM; 360,000 compounds, 1.7% hits; AID 588405;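 active means inhibition of at least 50% at 20 µM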
PDI turbidity: inhibitors of human protein disulfide isomerase; PDI insulin aggregation turbidity, A650, 90 min; inhibition, % at 10 µM; P07237; AID 588391; 350,000 compounds, 0.052% hits;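 active means mean inhibition across replicates of 30% or more, whatever share of single replicates reach that level; inconclusive means mean inhibition below 30% while every single replicate reaches 30%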;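 further: absorbance from insulin aggregation driven by PDI reduction with DTT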
Target sequence (P07237 whole entry, looked up): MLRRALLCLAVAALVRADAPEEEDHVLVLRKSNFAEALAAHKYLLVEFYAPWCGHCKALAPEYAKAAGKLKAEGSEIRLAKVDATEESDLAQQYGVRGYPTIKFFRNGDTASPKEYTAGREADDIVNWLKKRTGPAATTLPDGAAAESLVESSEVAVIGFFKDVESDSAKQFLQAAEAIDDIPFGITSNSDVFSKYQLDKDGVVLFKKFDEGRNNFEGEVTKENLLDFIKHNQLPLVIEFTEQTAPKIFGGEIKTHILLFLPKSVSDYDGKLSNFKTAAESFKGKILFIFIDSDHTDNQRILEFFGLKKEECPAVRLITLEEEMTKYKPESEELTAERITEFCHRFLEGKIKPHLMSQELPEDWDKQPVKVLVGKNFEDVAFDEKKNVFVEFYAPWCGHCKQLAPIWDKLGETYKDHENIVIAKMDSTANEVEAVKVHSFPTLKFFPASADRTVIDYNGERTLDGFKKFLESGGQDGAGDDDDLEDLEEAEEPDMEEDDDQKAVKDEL
hiPSC survival: increases survival of single human iPS cells; hiPSC single-cell survival, ATPlite luminescence; 100% = ROCK inhibitor wells, 0% = DMSO; survival enhancement, % at 20 µM; 360,000 compounds, 0.044% hits; AID 602274; in the data active means survival enhancement above about 18%;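 further: cells exposed to compounds for 16 hours before the ATP read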
Vif imaging: inhibitors of HIV Vif | 340,000 compounds, 0.35% hits | HEK293T cells, Vif self-association by quenched fluorescence, imaging, 24 h | AID 602346 | inhibition, % at 7.49 µM; in the data active means inhibition above about 50%, passing the limit was not always enough; inconclusive means no clear call, values can overlap the other calls; inactive means below about 31%; further: some results filed as inactive read as strong as hits
Exocytosis inh: lytic granule exocytosis inhibition | TALL-104 LAMP-1 surface exposure, flow cytometry; cells stimulated with thapsigargin and PMA | inhibition, % at 10 µM | 360,000 compounds, 0.66% hits | AID 651702;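 active means inhibition above about 55%, limit read from the data; inconclusive means no clear call, values can overlap the other calls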
CaV13 FRET inh: Primary screen for inhibitors of IQ motif and Ca2+-dependent inactivation inhibitor domain binding in CACNA1D, Förster resonance energy transfer in living cells, …; HEK cells, CFP/YFP FRET ICDI-IQ, plate reader, 10 min; percent FRET-ratio fall versus neutral wells; inhibition, % at 12.3 µM; 340,000 compounds, 0.098% hits; AID 743397;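 active means mean replicate inhibition of at least 30% and at least 1% of replicates passing that level; inconclusive means only one of the two criteria is met; inactive means neither criterion is met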;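 further: 0% = median of the neutral control wells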
HIF-2a block: blocks HIF-2a reporter activity; 360,000 compounds, 0.72% hits; inhibition, % at 18.8 µM; 786-0 RCC cells HIF-2a reporter, luciferase luminescence, overnight;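 active means inhibition of the luminescence signal of 40% or more relative to plate controls, in a single-dose primary screen at 18.75 µM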
aDG glyco act: increases alpha dystroglycan glycosylation; Pro5-aDG cells, alpha-DG glycosylation AlphaScreen (IIH6); 0% Pro5, 100% B10-LARGE cell signal; 360,000 compounds, 0.22% hits; activation, % at 10 µM; AID 624168;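 active means activation of at least 8% versus controls, or a plate z-score of at least 8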;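 further: Pro5 are CHO cells carrying HIG-tagged alpha-DG that lacks glycosylation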
TRPM1 prom inh: inhibitors of MITF-driven TRPM1 promoter in melanoma cells | 330,000 compounds, 0.83% hits | inhibition, % at 12.5 µM | SK-MEL-5 TRPM1 promoter luciferase, 24 h;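 active means mean inhibition across replicates of 60% or more, whatever share of single replicates reaches that level; inconclusive means some that reach 60%, reason not given; inactive means mean inhibition across replicates below 60%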; further: values of inactives mirror those of a sister screen read the other way
* marks the source's active call; other numbers are inactive results; ? = inconclusive; . = not tested or not shown. Not a hit list, and some 3.5% of all compounds hit somewhere here.

SMILES	NR2E3 ag-1	NR2E3 ag-2	Peg3 promoter	PDI turbidity	hiPSC survival	Vif imaging	Exocytosis inh	CaV13 FRET inh	HIF-2a block	aDG glyco act	TRPM1 prom inh
COC(=O)c1cccc(NC(=O)CN2CCc3ccccc3C2)c1	2	-15	-4	-5	-0.2	7	-34	-5	0	0.0	6
Cc1ccc(N2CC(C(=O)N3CCC4(CC3)CC(=O)c3ccccc3O4)CC2=O)cc1C (stereo not given)	1	38	2	5	1.8	1	-1	-6	3	0.3	13
Cc1ccccc1CN1CCN(CCCc2ccccc2)C(CCO)C1 (stereo not given)	1	-12	9	-3	0.0	2	0	-5	10	0.2	-1
C[C@]12C(=O)N(c3cccc(F)c3)C(=O)N1[C@@H]1c3ccccc3OC[C@@H]1[C@H]2c1ccccc1	-1	-19	31	-3	3.2	-2	14	-4	5	0.1	4
CCC(C)C(N)C1=NC(C(=O)N[C@@H](CC(C)C)C(=O)N[C@H](CCC(=O)[O-])C(=O)N[C@H](C(=O)N[C@H]2CCCCNC(=O)[C@H](CC(N)=O)NC(=O)[C@@H](CC(=O)[O-])NC(=O)[C@H](Cc3cnc[nH]3)NC(=O)[C@@H](Cc3ccccc3)NC(=O)[C@H]([C@@H](C)CC)NC(=O)[C@@H](CCCN)NC2=O)[C@@H](C)CC)CS1.[Zn+2] (stereo not given in full)	.	8	-5	-9	0.0	-11	-1	.	-5	-0.3	-6
O=C(CCN1CCN(CCO)CC1)Nc1cccc(Br)c1	-6	8	7	-1	0.0	-3	1	-20	21	0.0	-6
CCCN1CCC(NC(=O)Nc2ccc(F)cc2F)CC1	-2	-5	4	2	1.5	-3	1	-5	4	0.3	5
Cc1cc2c(sc3c(C)ccc(C)c32)c(C)n1	1	-32	32	-4	-0.7	-11	40	-12	13	0.1	16
CCOC(=O)[C@H]1[C@H]2COc3ccc(C)cc3[C@@H]2N2C(=O)c3cc(F)c(F)cc3NC(=O)[C@@]12C	0	6	14	0	1.3	-1	-8	-13	0	-0.1	8
CCc1nc2c(OCc3ccc(F)c(F)c3)cccn2c1N(C)C(=O)c1ccco1	.	6	6	9	1.2	-3	-3	-5	3	0.1	.
CSC1=N/C(=C\c2ccccc2Cl)C(=O)N1N(C)C	-2	3	-2	-6	-0.4	7	-21	-4	6	0.2	-12
O=C(CSc1ccc(F)cc1)NCC1(N2CCOCC2)CCCCC1	-3	12	-19	-16	-0.3	23	-6	-4	2	-0.1	-5
COc1ccc(-c2noc(CN(C)Cc3ccccc3)n2)c(OC)c1OC	.	-17	-50	14	-0.7	-2	12	-20	-108	0.0	-3
COc1ccc(NC(=O)c2ccc(-c3ccccc3Cl)o2)cc1	1	-11	-404	13	3.3	-6	-2	-5	-324	0.2	-114
CC1(C)CC(=O)C2=C(C1)OC(/N=C/N1CCCC1)=C(C#N)C2c1ccccc1 (stereo not given)	-1	-10	-2	-1	-0.5	2	10	-5	16	-0.1	-12
Cc1ccc(C2CC(C(F)(F)F)n3nc(C(=O)NCc4c(C)nn(C)c4C)c(Cl)c3N2)cc1 (stereo not given)	1	2	23	8	1.1	-23	8	-3	2	0.7	?
COc1ccc(OC)c(C(C)NC(=S)NC2CCCCC2)c1 (stereo not given)	.	0	14	-21	-0.5	-9	-2	-5	13	0.3	16
COC(=O)CSc1nnc(CNC(=O)c2cc(OC)cc(OC)c2)n1-c1ccc(F)cc1	0	-18	-8	4	-0.6	-9	-4	-6	21	-0.3	11
Cc1cc2nc(-c3ccc(SCC(=O)N4CCOCC4)nc3)[nH]c2cc1C	1	-62	-29	3	-2.9	8	-3	-3	-242	-0.4	-31
COC(=O)CCCCCN1C(=O)NC(C2CC2)C(C(=O)OCc2ccccc2)=C1C (stereo not given)	2	-4	5	4	-4.5	0	0	-11	11	0.2	-10
Cc1nc(-c2ccc(F)cc2)c(CC(=O)N(C)CC(=O)Nc2ccc(F)cc2)s1	-4	-27	-5	2	0.9	-6	-3	-5	-23	0.0	0
Cc1cc(/C=C2\SC(=Nc3ccccc3)NC2=O)c(C)n1-c1ccc(S(N)(=O)=O)cc1	2	-37	-5	-10	1.7	-14	-1	-3	2	-0.3	18
CC(=O)CSc1nc2c(c(=O)[nH]c(=O)n2C)n1CCCc1ccccc1	5	-10	6	-1	0.1	5	-2	-6	19	-0.2	1
O=C(O)CC(CC(=O)Nc1ccc(-n2ccc(C(F)(F)F)n2)cc1)c1ccccc1 (stereo not given)	1	-19	-4	12	-0.1	4	-1	-21	9	0.1	2
Cc1ccc(NS(=O)(=O)c2ccc(N/N=C/c3ccncc3)c([N+](=O)[O-])c2)c(C)c1	-1	3	11	-16	-1.5	0	-7	-5	11	0.4	-7
SMILES	NR2E3 ag-1	NR2E3 ag-2	Peg3 promoter	PDI turbidity	hiPSC survival	Vif imaging	Exocytosis inh	CaV13 FRET inh	HIF-2a block	aDG glyco act	TRPM1 prom inh
Cc1ccc(S(=O)(=O)N2CCN(S(=O)(=O)c3ccc(C)cc3)C3OCCOC32)cc1 (stereo not given)	4	16	16	-3	-3.4	-7	-3	-7	5	0.1	4
Oc1c(CN2CCOCC2)cc(-c2ccccc2)cc1CN1CCOCC1	2	1	18	-4	1.6	4	2	-9	24	0.0	-7
N#CNC(=Nc1ccccc1)SCc1ccc(C(=O)O)cc1	2	6	-4	2	0.7	0	0	-4	1	0.0	3
O=C1COc2ccc(C(=O)COC(=O)CNS(=O)(=O)c3cccc(F)c3)cc2N1	0	-32	12	-5	-0.3	0	-1	-6	-10	-0.2	-4
O=C(Nc1ccc(C(=O)O)cc1)Nc1ccc(F)cc1F	-4	-28	16	0	0.0	16	1	-14	11	0.3	1
CSCCC(NS(=O)(=O)c1ccc(F)cc1)C(=O)NCc1ccc(S(N)(=O)=O)cc1 (stereo not given)	1	-18	6	-5	-0.3	4	1	-4	13	-0.1	-3
O=S(=O)(CCC1CCCCN1)c1ccccc1 (stereo not given)	0	-22	11	6	-0.5	3	11	-3	7	-0.1	7
CC(C)(C)n1ncc2c(=O)n(CC(=O)N3CCCCCC3)cnc21	1	-18	-18	-3	0.0	-6	3	-6	-35	0.1	-9
Cc1ccccc1-n1c(=O)n(Cc2ccc(C(=O)O)cc2)c(=O)c2[nH]cnc21	0	-19	11	-6	-0.6	-2	-7	-19	7	0.3	3
CCN1C(=O)[C@H]2[C@@H](c3ccc(Cl)cc3)N3C(=O)CN(CCOC)C(=O)[C@@]3(Cc3ccccc3)[C@H]2C1=O	3	6	-3	-2	3.8	.	1	-11	17	0.0	12
COC(=O)CCNC(=O)Cc1c(C)n(C(=O)c2ccc(Cl)cc2)c2ccc(OC)cc12	1	-28	22	4	0.2	21	-4	-4	15	0.2	.
N#CCOc1nc(N2CCCC2)nc(N2CCCC2)n1	0	2	12	-18	-1.0	1	1	-5	7	0.1	8
CC(Oc1ccc(Br)cc1)C(=O)Nc1ccc(N2CCOCC2)cc1N1CCOCC1 (stereo not given)	0	-18	6	10	1.0	.	-3	-6	5	-0.3	1
Cc1ccccc1C(=O)N1CCN(c2ccc(NC(=S)NC(=O)c3ccco3)cc2)CC1	4	11	23	16	-0.1	-28	5	-6	-10	0.6	4
[N-]=[N+]=NC1CC(CO)OC1n1ccc(=O)[nH]c1=O (stereo not given)	-1	9	4	0	-0.4	-7	2	-2	5	-0.1	0
COc1ccc(C=O)cc1COc1ccc(C)cc1[N+](=O)[O-]	3	-20	-12	-7	-1.2	1	2	.	-1	-0.1	21
CCOc1ccc(-c2nc[nH]c2[N+](=O)[O-])cc1	0	-13	-9	-8	1.0	-5	-5	-3	13	-0.2	-2
COc1cccc(CNCC(O)(c2ccc(Cl)cc2)c2ccc(Cl)cc2)c1	1	-11	6	7	-0.6	-4	-5	-4	5	0.8	-4
CCCc1nnc(SCC(=O)N2CCCCC2)n1CCCOC	-1	-26	4	1	4.4	-6	1	-4	5	0.1	-6
Cc1ccc(NC(=O)COC(=O)c2ccc(Br)o2)cc1S(=O)(=O)N1CCCCC1	3	-16	8	8	0.4	-2	0	-5	1	-0.3	-2
COc1ccccc1Nc1nc(-c2ccccc2O)nc2ccccc12	1	5	10	2	0.5	11	2	-5	-7	-0.1	-6
O=S(=O)(Nc1ccc2nc(N3CCOCC3)sc2c1)c1ccc(Cl)cc1	3	-13	-53	2	0.0	-1	3	-3	-153	0.6	-18
CCC(C)(C)NC(=O)C(c1cccs1)N(CC1CCCO1)C(=O)Cn1nnc2ccccc21 (stereo not given)	1	-16	7	-9	0.8	2	-2	.	15	0.2	-1
CC(C)(Oc1ccc(Cl)cc1)C(=O)OCC(=O)N1CCN(c2ccccc2)CC1	0	-3	-3	-3	-0.4	8	-3	-4	11	-0.2	8
CCCCn1nnnc1NCc1ccc(C)s1	1	-15	12	-7	-0.6	-11	-3	-3	10	-0.3	-1
SMILES	NR2E3 ag-1	NR2E3 ag-2	Peg3 promoter	PDI turbidity	hiPSC survival	Vif imaging	Exocytosis inh	CaV13 FRET inh	HIF-2a block	aDG glyco act	TRPM1 prom inh
CN1Cc2cc(C(=O)c3ccccc3O)cnc2NC1=O	0	-33	7	13	1.8	-1	-5	.	2	-0.3	11
CCOC(=O)C1CCCN(C(=O)c2ccccc2SCCOC)C1 (stereo not given)	2	-2	-3	-3	-0.5	1	-2	-2	-13	0.0	14
Cc1ccc2cc(CCNC(=O)c3cc4ccccc4o3)c(=O)[nH]c2c1C	1	-1	26	-7	-2.9	-4	0	-5	15	0.1	.
CCC(C)(C)NC(=O)C(c1ccc(C)cc1)N(CC1CCCO1)C(=O)CCC(=O)Nc1ccccn1 (stereo not given)	-4	-15	7	9	-0.5	7	13	-6	7	0.0	12
OC[C@@H]1CN(Cc2ccc(Cl)cc2)C[C@H](n2cnc3c(NC4CCCC4)ncnc32)O1	.	-24	23	17	5.2	.	-3	17	9	-0.2	.
COc1ccc(S(=O)(=O)NCc2ccncc2)cc1OC	2	8	16	3	2.6	-6	2	.	25	0.8	17
COC(=O)C1=C(C(=O)OC)[C@@H]2N(Cc3ccccc3)c3ccccc3[C@@]23C[C@@H](C(=O)OC)N(C(=O)COCc2ccccc2)C3=N1	-1	2	55*	1	1.0	0	28	.	18	-0.2	-6
Cc1ccc(C)c(S(=O)(=O)NCC(=O)NCc2ccco2)c1	2	-1	3	-1	-0.6	0	-1	-1	16	0.0	9
